Compound activity deposited in PubChem BioAssay by Sanford-Burnham Center for Chemical Genomics.
beta cell repl: inducers of MIN6 beta-cell proliferation, primary screen, ATP luminescence, uHTS | MIN6 cells proliferation, ATPlite luminescence, 48 h; cells starved in 0.2% serum; 100% = growth in 10% serum | proliferation, % at 10 µM | actives 0.29% (n = 330,000) | AID 2380, 2010;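 active = compounds whose signal lies at least 3.5 SD above the mean of all wells on their plate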;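 also: 0% = DMSO-treated cells in low-serum medium and 100% = 10% serum control; some compounds called inactive have numbers as strong as hits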
PfG6PD inh: PfG6PD enzyme inhibitors, primary screen, biochemical, fluorescence intensity, uHTS | glucose-6-phosphate dehydrogenase-6-phosphogluconolactonase (Plasmodium falciparum 3D7) | PfGluPho enzyme, NADPH resazurin-diaphorase fluorescence | inhibition, % at 20 µM | actives 0.78% (n = 350,000) | AID 504690, 2011;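 active = inhibition reaching at least a set limit at 20 µM in the primary screen, cut at about 59% in these data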;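 also: 0% = DMSO wells with substrate and 100% = DMSO wells lacking glucose-6-phosphate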
SENP8 block-1: human SENP8 protease inhibitors, primary screen, biochemical, fluorescence, Nedd8 protein substrate, uHTS. Sentrin-specific protease 8 (Homo sapiens), Q96LD8. recombinant SENP8. inhibition, % at 20 µM. actives 0.64% (n = 360,000). AID 602440, 2012; in the data active = inhibition mostly above about 40%, no sharp cut-off; inactive = mostly below about 27%
HKDC1 inh: HKDC1 hexokinase inhibitors, primary screen, biochemical, fluorescence, uHTS. AID 493160, 2011. inhibition, % at 20 µM. Q2TB90. recombinant HKDC1, G6PDH/diaphorase resazurin coupled fluorescence. actives 0.16% (n = 340,000);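 active = inhibition above about 35% when tested at 20 µM, limit read from the data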;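 also: plate controls were DMSO wells with enzyme for no effect and DMSO wells lacking enzyme for full effect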
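Assay system: in-house recombinant HK5 (HKDC1) enzyme. Input: HKDC1 at 5 µg/mL. Medium: Tris pH 8.0 buffer with MgCl2, Tween-20, BSA, BME. Dosing: single 20 µM dose. Schedule: 90 min reaction incubation at room temperature, dark. Signal: resazurin-to-resorufin fluorescence via G6PDH and diaphorase coupling, 525/613 nm. Controls: DMSO-enzyme wells negative, buffer-substituted wells positive.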
UBC13 inh: UBC13 polyubiquitin chain formation inhibitors, primary screen, biochemical, TR-FRET, uHTS | AID 485273, 2010 | Ubiquitin-conjugating enzyme E2 N (Homo sapiens), P61088 | actives 0.47% (n = 330,000) | inhibition, % at 20 µM; in the data active = inhibition above about 45%, passing the limit was not always enough
SENP8 block-2: SENP8 protease inhibitors, primary screen, biochemical, luminescence; Sentrin-specific protease 8 (Homo sapiens), Q96LD8; purified SENP8, Z-RLRGG-aminoluciferin cleavage; inhibition, % at 10 µM; actives 1.2% (n = 330,000); AID 2540, 2010; in the data active = inhibition above about 50%
SENP1 inh: human SENP1 catalytic domain inhibitors, primary screen, biochemical, FRET, uHTS; recombinant SENP1 catalytic domain, CyPet-SUMO1-YPet FRET cleavage; inhibition, % at 10 µM; actives 0.21% (n = 360,000); Sentrin-specific protease 1 (Homo sapiens), Q9P0U3;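 active = inhibition at least 30% at 10 µM, raw YFP signal under a set limit, fluorescence ratio 0.5 to 1.5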;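 also: 0% = enzyme with DMSO and 100% = no enzyme wells; some results filed as inactive read as strong as hits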
Target sequence (Q9P0U3 419-644 limits assumed): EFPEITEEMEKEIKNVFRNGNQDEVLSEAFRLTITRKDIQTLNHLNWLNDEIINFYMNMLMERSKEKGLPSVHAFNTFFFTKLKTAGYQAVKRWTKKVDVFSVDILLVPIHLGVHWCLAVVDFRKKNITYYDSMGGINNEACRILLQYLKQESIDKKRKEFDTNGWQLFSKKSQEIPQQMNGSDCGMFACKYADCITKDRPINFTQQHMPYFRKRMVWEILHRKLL
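system = hSENP1 catalytic domain, recombinant | reagent = SFCypet-SUMO1-SFYpet substrate at 25 nM | doses = one dose per compound, 10 µM, 0.5% DMSO | incubation = enzyme reaction for 50 min at room temperature, dark | measured by = FRET, CFP and YFP emission | controls = no-enzyme low, enzyme-DMSO high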
SENP7 block: SENP7 protease inhibitors, primary screen, biochemical, luminescence, uHTS | recombinant SENP7, Z-RLRGG-aminoluciferin luminescence, 40 min | inhibition, % at 5 µM | actives 1.5% (n = 330,000);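 active = inhibition above about 50% at the single test dose, limit read from the data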;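 also: plate controls were DMSO with enzyme for no effect and no enzyme buffer wells for full effect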
Target sequence (Q9BQF6 706-1050 limits assumed): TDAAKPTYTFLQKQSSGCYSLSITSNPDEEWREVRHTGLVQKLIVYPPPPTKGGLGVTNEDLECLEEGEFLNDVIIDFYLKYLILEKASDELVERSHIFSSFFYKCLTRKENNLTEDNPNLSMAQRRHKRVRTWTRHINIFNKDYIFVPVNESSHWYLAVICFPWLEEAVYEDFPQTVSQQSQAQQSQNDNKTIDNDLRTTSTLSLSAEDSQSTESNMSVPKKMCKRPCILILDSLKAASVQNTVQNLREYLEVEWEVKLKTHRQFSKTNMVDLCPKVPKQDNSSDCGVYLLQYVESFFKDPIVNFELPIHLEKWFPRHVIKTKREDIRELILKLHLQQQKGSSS
SENP6 inh: SENP6 protease inhibitors, primary screen, biochemical, luminescence, uHTS | Sentrin-specific protease 6 (Homo sapiens), Q9GZR1 | Recombinant SENP6 catalytic domain, aminoluciferin luminescence | inhibition, % at 10 µM | actives 1.8% (n = 330,000) | AID 2599, 2010;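 active = inhibition above about 50% at the single tested dose, limit read from the data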;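 also: plate controls were DMSO wells with enzyme for no effect and DMSO wells lacking enzyme for full effect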
Target sequence (Q9GZR1 628-1112 limits assumed): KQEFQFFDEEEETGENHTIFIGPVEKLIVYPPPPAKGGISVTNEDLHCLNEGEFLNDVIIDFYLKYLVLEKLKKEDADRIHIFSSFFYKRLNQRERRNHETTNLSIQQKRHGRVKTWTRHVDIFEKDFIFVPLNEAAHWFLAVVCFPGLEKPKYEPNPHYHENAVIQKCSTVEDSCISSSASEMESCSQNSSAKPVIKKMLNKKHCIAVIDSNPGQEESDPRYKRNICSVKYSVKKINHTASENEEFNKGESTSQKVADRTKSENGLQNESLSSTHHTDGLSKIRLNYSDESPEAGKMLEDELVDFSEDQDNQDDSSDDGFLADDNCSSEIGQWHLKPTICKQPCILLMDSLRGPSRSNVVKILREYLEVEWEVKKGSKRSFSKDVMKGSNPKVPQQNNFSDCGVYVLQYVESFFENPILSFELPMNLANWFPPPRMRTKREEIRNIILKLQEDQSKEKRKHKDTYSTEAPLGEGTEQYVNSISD
* marks the source's active call; other numbers are inactive results; / = no result given.

SMILES	beta cell repl	PfG6PD inh	SENP8 block-1	HKDC1 inh	UBC13 inh	SENP8 block-2	SENP1 inh	SENP7 block	SENP6 inh
O/N=C\c1ccc(-c2ccccc2)o1	0	26	-20	-7	5	10	4	5	21
COc1ccccc1N1CCN(S(=O)(=O)c2ccc(-n3cnnn3)cc2)CC1	0	-2	16	-3	-12	-3	0	-3	2
Cc1ccc(C(=O)OC(C(=O)Nc2ccc(Cl)cc2C(F)(F)F)c2ccccc2)cc1 (stereo not drawn)	-1	3	-2	0	3	1	5	6	-3
CCCCNC(=O)C1(c2ccc(OC)cc2)CCOCC1	-2	-8	13	-10	-5	-9	3	-10	-8
CCCCN(CCCC)CCNC(=O)CN1C(=O)CSc2ccc(S(=O)(=O)N3CCOCC3)cc21	1	3	8	-4	1	24	0	3	1
O=C(C1=C[C@@H](c2ccccc2)C[C@@H](OCCCCO)O1)N1CCOCC1	-4	-12	13	-5	2	-15	-1	-14	-6
Clc1cccc(Cl)c1OCCOCCNCc1ccccc1	0	-15	13	2	7	4	-2	-4	-3
CCN1CCN(C(=O)c2cc3cc(F)ccc3[nH]2)CC1	-1	-1	-34	-2	-5	-1	0	2	3
Cc1ccc(C(=O)COC(=O)c2cc(C)no2)c(C)c1	1	10	13	-3	-2	-4	-2	17	26
CC(C)N(C(=O)c1sc2cc([N+](=O)[O-])ccc2c1Cl)C(C)C	-1	10	7	7	-11	-7	0	-8	-2
Cc1cc(CNC(=O)Nc2ccc3c(c2)OCO3)nn1C	2	-10	17	-4	1	-3	1	-4	-12
Cn1c(SCC(=O)OC2CCCCC2)nnc1-c1ccc(S(=O)(=O)N2CCCC2)cc1	-1	3	15	-5	1	-1	1	2	1

Part of the list above, set out differently:
structure,beta cell repl,PfG6PD inh,SENP8 block-1,HKDC1 inh,UBC13 inh,SENP8 block-2,SENP1 inh,SENP7 block,SENP6 inh
CCCCNC(=O)C1(c2ccc(OC)cc2)CCOCC1,-2,-8,13,-10,-5,-9,3,-10,-8
CCCCN(CCCC)CCNC(=O)CN1C(=O)CSc2ccc(S(=O)(=O)N3CCOCC3)cc21,1,3,8,-4,1,24,0,3,1
O=C(C1=C[C@@H](c2ccccc2)C[C@@H](OCCCCO)O1)N1CCOCC1,-4,-12,13,-5,2,-15,-1,-14,-6
Clc1cccc(Cl)c1OCCOCCNCc1ccccc1,0,-15,13,2,7,4,-2,-4,-3

More structures follow.
SMILES	beta cell repl	PfG6PD inh	SENP8 block-1	HKDC1 inh	UBC13 inh	SENP8 block-2	SENP1 inh	SENP7 block	SENP6 inh
CCS(=O)(=O)c1ccc(-c2csc(-c3ccc(Cl)cc3)n2)c(Cl)c1Cl	1	18	-14	0	0	-15	0	6	-7
COc1cccc(NC(=O)CN2C(=O)NC(C)(c3ccc(C)cc3)C2=O)c1 (stereo not drawn)	0	-3	-1	-3	5	-3	1	7	2
COCCN1C(=O)N[C@@H](CCc2ccccc2)[C@H](C(C)=O)[C@H]1C	-3	2	5	0	4	4	-2	-5	10
CC1CCN(CCCNC(=O)CN2CCN(Cc3ccc(Cl)cc3)C2=O)CC1	-3	10	18	0	16	-13	-5	3	-10
CC(=O)c1c(C)oc2ccc(NS(=O)(=O)c3ccc(C(=O)O)cc3)cc12	-4	-4	12	5	-5	5	1	-4	-18
COc1ccc(C(=O)NCCc2ccc(Cl)cc2)cc1S(=O)(=O)N1CCCCC1C (stereo not drawn)	-4	3	5	-1	10	2	1	-2	9
CCOc1ccc(NC(=O)CCNS(=O)(=O)c2cccc3nonc23)cc1	-1	13	9	-1	6	6	4	-2	-1
Cc1ccc(S(=O)(=O)NOCc2ccccc2)cc1	/	3	5	1	/	/	1	-6	/
O=C(Nc1ccccc1)c1cccnc1N1CCOCC1	3	-9	10	-3	-6	-7	0	-9	-13
O=[N+]([O-])c1cc([N+](=O)[O-])c2oc(-c3ccccc3)c(Br)c2c1O	/	-17	26	14	/	/	8	/	/
COc1cccc(/C=C/C(=O)Nc2ccc(N3CCOCC3)cc2)c1OC	0	19	21	6	0	0	0	-5	-26
NC1=NC(c2ccccc2)N=C(Nc2ccccc2)N1 (stereo not drawn)	-2	/	/	/	14	-3	/	1	2
CCN(Cc1cc2ccccc2[nH]c1=O)S(=O)(=O)c1ccccc1	-2	0	-12	1	8	-3	1	-5	-10
O=C(Nc1ccccc1[N+](=O)[O-])C1=C(O)CCn2c1nc1ccccc12	-2	0	17	9	-8	4	6	1	17
O=C(Cc1cccc(NC(=O)C2CCN(S(=O)(=O)c3cccc([N+](=O)[O-])c3)CC2)c1)Nc1cccc(C(=O)N2CCOCC2)c1	/	3	12	-1	/	/	3	/	/
Cc1sc2nc(CSc3ccc([N+](=O)[O-])c(C(F)(F)F)c3)[nH]c(=O)c2c1C	0	5	-117	-1	2	2	-16	-1	-2
O=C(Nc1ccc(S(=O)(=O)Nc2nccs2)cc1)c1cc(-c2ccccn2)nc2ccccc12	-2	-19	2	-3	1	-3	1	-19	-5
COc1ccc(C(=O)NCCC2=CCCCC2)cc1[N+](=O)[O-]	2	6	12	-6	8	-6	-1	2	-12
COc1ccccc1-c1ccc2nnc(SC)n2n1	0	10	-386	-2	18	3	-2	6	-2
COC(=O)C1C(=O)OC(C)(C)C1C(C)C(=O)c1ccccc1 (stereo not drawn)	3	-9	12	-14	6	5	3	0	-2
COc1ccc(NS(=O)(=O)c2ccc3c(c2)N(C(C)=O)CCS3)cc1	-2	-7	10	0	-9	7	3	-4	9
CN(CC(=O)Nc1ccc(N2CCOCC2)cc1)C(=O)c1cc(F)c(F)cc1Cl	-4	5	3	-5	1	0	2	0	-12
COC(=O)C1=C(C)N(C(C)C)C(=O)C1(NC(C)=O)C(F)(F)F (stereo not drawn)	-1	-12	11	-13	1	-2	1	-3	3
CCOc1ccc(NC(=O)c2sccc2-n2cccc2)cc1	-2	-2	3	8	1	7	-2	6	4
Cc1cccc(C(=O)NCCC(=O)Nc2nc(C)c(Cc3ccc4c(c3)OCO4)s2)c1	0	-17	2	-7	-2	-9	-1	-8	-12
O=C(CSc1ccsc1[N+](=O)[O-])NCc1ccccc1	-3	3	5	-3	-7	-15	0	-7	-5
COC(=O)CSc1nc2c(c(-c3ccc(C)o3)c1C#N)CCCC2	-4	-18	-248	-1	21	-13	-1	0	-13
COc1ccc(NC(=O)N2Cc3ccccc3CC2C(=O)NC(C)(C)C)cc1 (stereo not drawn)	-1	6	20	7	2	3	1	3	-19
CCOc1ccccc1NS(=O)(=O)c1cc2c3c(c1)CC(=O)N3CCC2	-2	-25	11	-2	0	1	1	-3	3
Cc1ccc(-c2csc(Nc3ccccn3)n2)cc1	-3	35	4	0	15	87*	1	89*	91*
Oc1ccc(N2CCN(C(c3ccncc3)c3nnnn3C3CCCC3)CC2)cc1 (stereo not drawn)	-4	42	21	-9	-9	-3	1	-7	-22
Cc1ccc(N(C(=O)Cc2cccs2)C(C(=O)NC2CCCCC2)c2ccccn2)cc1C (stereo not drawn)	0	2	-6	1	4	-2	0	5	2
COc1cc2c(cc1OC)C(C(=O)N1CCOCC1)C(c1cccs1)N(C)C2=O (stereo not drawn)	-2	-6	21	-8	-2	10	1	8	-1
COc1ccccc1NC(=O)COC(=O)C1CC1	-2	4	1	-9	5	10	0	1	-14
O=C(COc1ccc2c3c(c(=O)oc2c1)CCC3)NCC1CCC(C(=O)O)CC1 (stereo not drawn)	-3	-1	-285	-4	-4	-8	-1	0	-6
O=C1OC(c2ccccc2)(c2ccc3cc(O)ccc3c2)c2ccccc21 (stereo not drawn)	/	62*	6	15	/	/	0	/	/

For reference, three of the compounds above:
SMILES	beta cell repl	PfG6PD inh	SENP8 block-1	HKDC1 inh	UBC13 inh	SENP8 block-2	SENP1 inh	SENP7 block	SENP6 inh
Cc1cccc(C(=O)NCCC(=O)Nc2nc(C)c(Cc3ccc4c(c3)OCO4)s2)c1	0	-17	2	-7	-2	-9	-1	-8	-12
O=C(CSc1ccsc1[N+](=O)[O-])NCc1ccccc1	-3	3	5	-3	-7	-15	0	-7	-5
COC(=O)CSc1nc2c(c(-c3ccc(C)o3)c1C#N)CCCC2	-4	-18	-248	-1	21	-13	-1	0	-13

Later entries:
SMILES	beta cell repl	PfG6PD inh	SENP8 block-1	HKDC1 inh	UBC13 inh	SENP8 block-2	SENP1 inh	SENP7 block	SENP6 inh
N#Cc1c(SCC(=O)OCc2ccccc2)nsc1SCC(=O)OCc1ccccc1	-4	0	11	-5	-2	-5	4	10	-7
COc1cc(-c2nc3ccc(C)cn3c2NCc2ccccc2)ccc1-c1cccc(Cl)c1	-6	15	-469	2	20	4	-29	3	4
CN1/C(=C\C(=O)COC(=O)c2ccc(O)cc2)C(C)(C)c2ccccc21	-6	-24	-251	-4	-4	5	-7	11	-8
CNc1nnc(-c2ccc(N(C)C)cc2)s1	-5	5	-299	-5	-3	14	0	-9	29
C=CCN1C(=O)c2cccc3c(Br)ccc(c23)C1=O	1	-2	3	-4	-5	2	-7	-1	16
COc1ccc(NC(C)C(=O)Nc2cccc(S(=O)(=O)N3CCOCC3)c2)cc1OC (stereo not drawn)	-4	32	9	7	4	1	3	7	-11
COc1cc(C2CC(=O)Nc3c2c(=O)nc2c(C)cccn32)cc(OC)c1OC (stereo not drawn)	-1	8	-52	0	2	-10	0	-1	2
Cc1ccc(S(=O)(=O)N2CCN(S(=O)(=O)N3CCC(C)CC3)CC2)c(C)c1	-2	-20	14	-4	8	3	2	-4	-19
COc1cccc(OCc2cc(C(=O)N3CCN(C(=O)c4ccco4)CC3)no2)c1	-2	3	0	1	5	7	0	5	-11
CCOC(=O)CSc1nnc(NC(=O)CCc2ccccc2)s1	-3	-12	-4	-5	9	-4	-3	-4	-2

Gathered by group: those above with a COOH group (2)
SMILES	beta cell repl	PfG6PD inh	SENP8 block-1	HKDC1 inh	UBC13 inh	SENP8 block-2	SENP1 inh	SENP7 block	SENP6 inh
CC(=O)c1c(C)oc2ccc(NS(=O)(=O)c3ccc(C(=O)O)cc3)cc12	-4	-4	12	5	-5	5	1	-4	-18
O=C(COc1ccc2c3c(c(=O)oc2c1)CCC3)NCC1CCC(C(=O)O)CC1 (stereo not drawn)	-3	-1	-285	-4	-4	-8	-1	0	-6
